# Screens (PubChem)
# PI5P4Ka inh: qHTS for Inhibitors of phosphatidylinositol 5-phosphate 4-kinase (PI5P4K); Phosphatidylinositol 5-phosphate 4-kinase type-2 alpha (Homo sapiens), P48426; PI5P4Kalpha enzyme, ADP-Glo luminescence, 60 min; hits give low values; max response, %; actives 1.2% (n = 330,000); AID 652105, 2013; active means max response of -50% or lower; inconclusive means between -30% and -50%; inactive means -30% or higher; further: value at the top dose of about 77 µM; on the % scale 0 is the no-effect control and ±100 the full control effect
# Target sequence (P48426 whole entry, looked up): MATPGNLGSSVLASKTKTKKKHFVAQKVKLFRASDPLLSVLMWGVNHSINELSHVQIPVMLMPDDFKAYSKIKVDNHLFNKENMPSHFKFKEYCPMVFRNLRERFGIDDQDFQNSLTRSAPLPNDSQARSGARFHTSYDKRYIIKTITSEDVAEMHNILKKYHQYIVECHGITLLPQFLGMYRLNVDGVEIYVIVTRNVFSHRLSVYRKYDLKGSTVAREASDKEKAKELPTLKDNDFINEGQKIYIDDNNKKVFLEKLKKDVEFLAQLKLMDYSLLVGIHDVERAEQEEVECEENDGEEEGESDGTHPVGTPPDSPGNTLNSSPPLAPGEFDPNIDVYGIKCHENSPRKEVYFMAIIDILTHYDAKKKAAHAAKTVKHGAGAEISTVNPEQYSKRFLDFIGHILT
#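 Quantitative HTS of the MLSMR library against PI5P4Kalpha with substrate. ATP added last at 5 microM final; room temperature, 60 minutes. Remaining ATP depleted, ADP converted and read as luminescence.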
# GLP-1R inv ag: qHTS of GLP-1 Receptor Inverse Agonists (Inhibition Mode) | Potency, µM (doses to about 38.3 µM), for the others: at the top dose activity change, negative = inhibition, actives largely listed as inhibitors | actives 1.6% (n = 410,000) | AID 624417, 2012 | HEK293 GLP-1R CRE-luciferase, luminescence, 24 h; GLP-1R form is constitutively active; further: potency means the concentration at half of the fitted maximal effect; on the % scale 0 is the no-effect control and ±100 the full control effect; nearly all actives have a fitted effect of over 55% in size
# Target sequence (P43220 whole entry, looked up): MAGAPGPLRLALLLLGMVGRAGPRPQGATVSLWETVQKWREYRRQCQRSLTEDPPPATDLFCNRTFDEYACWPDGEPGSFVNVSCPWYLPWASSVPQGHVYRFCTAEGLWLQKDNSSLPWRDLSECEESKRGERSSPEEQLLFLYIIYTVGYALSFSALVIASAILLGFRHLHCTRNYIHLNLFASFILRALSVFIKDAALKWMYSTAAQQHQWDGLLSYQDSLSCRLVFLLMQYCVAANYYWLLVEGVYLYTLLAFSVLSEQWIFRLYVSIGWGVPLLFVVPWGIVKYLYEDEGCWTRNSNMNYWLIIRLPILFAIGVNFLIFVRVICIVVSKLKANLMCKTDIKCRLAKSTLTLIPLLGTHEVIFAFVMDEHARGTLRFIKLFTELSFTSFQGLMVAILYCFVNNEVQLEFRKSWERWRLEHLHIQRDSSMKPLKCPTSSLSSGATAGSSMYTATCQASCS
#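 Inverse agonism was detected as reduced cAMP-driven luciferase luminescence after 24 h compound treatment. The cells were HEK293 clones expressing constitutively active human GLP-1R with the reporter. Reporter-only and GPR119 cell lines served as counterscreen controls.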
# WRN inhibitor: qHTS for Inhibitors of WRN Helicase. Bifunctional 3'-5' exonuclease/ATP-dependent helicase WRN (Homo sapiens), Q14191. WRN helicase unwinding, fluorescent forked duplex, kinetic. Potency, µM (doses to about 114 µM), for the others: at the top dose activity change, negative = inhibition, most hits filed as inhibitors. actives 0.46% (n = 360,000). AID 651768, 2012; further: potency means the concentration at half of the fitted maximal effect; on the % scale 0 is the no-effect control and ±100 the full control effect; nearly all actives have a fitted effect of over 55% in size
#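 Kinetic fluorescence helicase assay: unwinding of a quenched forked DNA duplex (100 nM final) with 2 mM ATP final raises red fluorescence (525/598 nm). Compounds sat 15 min at room temperature with 20 nM WRN beforehand.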
# IL-2 act: qHTS of IL-2 Activators | activation, % (series mostly up to about 46 µM) | IL-2 activation reporter assay, cell-based qHTS; stimulated with anti-CD3/CD4/CD28 beads; in transgenic mouse T cells | actives 0.065% (n = 360,000); in the data active means activation above about 50%; inconclusive means mostly about 30% to 49%; further: 0% is about no effect
#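 Unstimulated transgenic mouse T cells; 60-min compound exposure; bead-based TCR/CD4/CD28 stimulation; 18 h culture, 37 degrees C; dual fluorescence (EGFP, DsRed) plate cytometry.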
# GLP-1R agonist: qHTS of GLP-1 Receptor Agonists; Glucagon-like peptide 1 receptor (Homo sapiens), P43220; HEK293 GLP-1R CRE-luciferase, luminescence, 4-6 h; cells express a hypersensitive GLP-1R form; Potency, µM (top dose mostly 45.6 µM), for inactives: at the highest dose activation, actives largely listed as activators; actives 0.007% (n = 380,000); further: potency means the concentration at half of the fitted maximal effect; % of control where 0% means no effect
# PLK1 PBD block: qHTS for Inhibitors of PLK1-PDB (polo-like kinase 1 - polo-box domain): Primary Screen; Serine/threonine-protein kinase PLK1 (Homo sapiens), P53350; Plk1 PBD binding of FITC phosphopeptide, fluorescence polarization; Potency, µM, for inactives: max response, negative = inhibition, actives largely listed as inhibitors; actives 2.8% (n = 360,000); AID 720504, 2013; further: potency means the concentration at half of the fitted maximal effect; series mostly up to about 57 µM; on the % scale 0 is the no-effect control and ±100 the full control effect; nearly all actives have a fitted effect of over 65% in size
# DRD3 antagonist: qHTS of D3 Dopamine Receptor Antagonist: qHTS; D(3) dopamine receptor (Homo sapiens), P35462; D3R cells, DiscoveRx beta-arrestin luminescence, antagonist mode; hits give low values; max response, negative = inhibition, %; actives 2.5% (n = 360,000); in the data active means max response below about -50%; inconclusive means no clear call, values can overlap the other calls; further: on the % scale 0 is the no-effect control and ±100 the full control effect; mostly tested at two doses, the higher about 12 µM
#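 Cells expressing the human receptor were seeded at 1500 cells/well, incubated overnight at 37 degrees C in 5% CO2, then exposed to library compounds with dopamine controls for 90 minutes at 37 degrees C before luminescent detection.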
# DRD3 agonist: qHTS of D3 Dopamine Receptor Agonist: qHTS; actives 0.58% (n = 410,000); D3R DiscoveRx beta-arrestin cells, luminescence, 90 min; D(3) dopamine receptor (Homo sapiens), P35462; max activation, %; in the data active means max activation above about 30%; further: 0% is about no effect; mostly tested at two doses, the higher about 12 µM
#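 Agonist-mode cell screen: cells plated at 1500/well and incubated overnight at 37 °C, then exposed to library compounds for 90 min at 37 °C. Detection reagent was added for 30–60 min at room temperature, and luminescence was read.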
# HEK293 tox: qHTS of GLP-1 Receptor Inverse Agonists: Cytotox Screen | actives 0.13% (n = 410,000) | AID 624418, 2012 | HEK293 cAMP-luciferase reporter cells, luminescence, 24 h | Potency, µM (highest dose often 38.3 µM), for the others: at the highest dose activity change, negative = inhibition, actives largely listed as inhibitors;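 further: loss of luciferase light is scored as toxicity; potency means the concentration at half of the fitted maximal effect; on the % scale 0 is the no-effect control and ±100 the full control effect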
#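 Cells in DMEM/10% Nu serum/1% pen-strep, 1536-well format. Pre-incubated 12 h, dosed with 23 nL compound, incubated a further 24 h. Luciferase detection, 12 min at room temp, luminescence.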
# Numbers without * were called inactive; ? = inconclusive; · = not tested or not shown; & = joins results of further samples; [ ] = remark or other dose. Unless noted, the call rests on the fitted dose curve; in most records, active means well fitted curve in the direction sought with a large enough effect; inconclusive means small, poorly fitted or top-dose-only effect, or another doubt; inactive means no such curve, though single readings can be large; an effect the other way counts as inactive or inconclusive.
SMILES,PI5P4Ka inh,GLP-1R inv ag,WRN inhibitor,IL-2 act,GLP-1R agonist,PLK1 PBD block,DRD3 antagonist,DRD3 agonist,HEK293 tox
COc1ccc(N2CCN(CC(O)COC(c3ccccc3)c3ccccc3)CC2)cc1 (stereo not given),1,?,-9%,1.0,2%,1%,-26,-8,-1%
CCOc1ccccc1NC(=O)CN1CCc2ccccc2C1,9,?,-30%,-0.2,24%,-4%,-27,5,24%
CCC(C)c1ccccc1N1CC(C(=O)Nc2ccccc2N2CCCC2)CC1=O (stereo not given),-3,?,-25%,-2.1,-3%,-6%,1,-2,-9%
COc1nc(N)nc(N)c1NS(=O)(=O)c1ccc(C)cc1,8,9%,4%,-1.5,-2%,-3%,-2,-1,3%
O=S(=O)(Nc1ccc(F)cc1F)c1ccc(Br)s1,·,-18%,·,·,-5%,·,·,-1,0%
CCNC(=S)Nc1ccc(Cl)cc1Cl,4,7%,1%,0.5,1%,-16%,-5,-1,23%
Fc1ccccc1Nc1nc2ccccc2n2nnnc12,-10,136%[activator],-6%,10,?,-11%,0,-6,10%
Cc1ccc(C(=O)CSc2ncnc3sc4c(c23)CCCC4)cc1,·,0%,-5%,-1.0,-9%,-9%,14,1,-2%
COP(=O)(OC)C(Nc1ccc(C)cc1)c1ccc([N+](=O)[O-])cc1 (stereo not given),-8,9%,-31%[57.1 µM],0.4,-3%,-8%,-5,4,-8%[1.53 µM]
CC1(C)NC(=O)N(CCOCCOc2c(Cl)cc(Cl)cc2Cl)C1=O,0,-5%,-6%,-2.0,20%,-2%,1,-2,7%
COc1ccc(NC(C)=O)cc1NC(=O)CSc1nnc(-c2ccc(F)cc2)n1N,·,18%,2%,-2.1,-1%,-8%,5,1,4%
CCOC(=O)C1=C(c2ccccc2)N=c2s/c(=C\c3cc(OC)c(OC)c(OC)c3)c(=O)n2C1c1cccs1 (stereo not given),·,?,-22%,8.5,-10%,-7%,5,9,57%[activator]
CCn1c2ccccc2c2cc(NC(=O)c3ccc(C)c([N+](=O)[O-])c3)ccc21,-2,-40%,-5%,-2.0,2%,1%,6,-8,?
S=C(NCCN1CCOCC1)C(=S)NCCN1CCOCC1,-1,8%,-6%,-0.1,-2%,?,5,12,-3%
CCN(CC)CCN1C(=O)Cn2c(C)c(C)c3cccc1c32,0,?,6%&-17%,-2.8&-3.1,0%&8%,-8%&-8%,-10&-21,-13&-26,-13%&0%
NS(=O)(=O)c1ccc(NC(=O)CSc2nc(Nc3ccccc3)nc(N3CCOCC3)n2)cc1,5,?,-21%,-2.8,1%,-5%,-9,-13,15%
Cc1nc2c(s1)sc1ccccc12,0,-9%,1%,0.0,1%,-9%,1,-1,0%
O=C(Nc1ccn(CCCN2CCN(c3ccccc3)CC2)c(=O)n1)OCc1ccccc1,0,5%,-6%,-2.9,6%,5%,-13,-5,-3%
CCN1C[C@@H]2[C@@H]3C(=O)N(C)C(=O)[C@@H]3[C@](Cc3ccccc3)(C1=O)N2C(=O)c1ccc(Br)cc1,0,0%,1%,1.1,3%,7%,15,1,8%
COc1ccccc1NC(=O)C(=O)NCC(c1ccco1)N1CCc2ccccc2C1 (stereo not given),-2,?,-16%,-0.8,-32%[inhibitor],-12%,-3,-4,1%
O=C1CCC([N+](=O)[O-])C(c2ccc(F)c(Br)c2)N1 (stereo not given),1,-11%,7%,-0.6,4%,-7%,-5,-7,-3%
O=C(CSCc1ccccc1)Nc1cccc(F)c1,-23,-1%,?,-0.7,7%,3.4µM*,3,26,8%
NCc1ccc2[nH]c(=O)[nH]c2c1,-6,19%[7.66 µM],8%,4.2,-2%,3%,2,-4,16%[7.66 µM]
Nc1ccc(-c2nnn(CC(=O)N3CCCCC3)n2)cc1,8,-5%,-9%,-0.8,-3%,-13%,-24,1,1%
CCn1c(=O)c2c(nc3n2CCS3)n(C)c1=O,2,10%,-2%,-4.2,-7%,-6%,-9,1,7%
CCCn1cc(S(=O)(=O)c2ccc(Cl)cc2)c(=O)c2cc(OC)ccc21,?,31%,11%,-3.1,23%,3µM*,9,2,-7%
COc1ccc(C)cc1-n1nnnc1SCC(=O)Nc1cccnc1Cl,2,8%,8%,-0.9,3%,-16%,-20,-2,18%
Cc1cccc(C(=O)N[C@@H]2c3ccccc3C[C@@H]2O)n1,-5,11%,14%,-0.5,0%,5%,0,-5,2%
O=c1c2ccccc2cnn1-c1ccc(Cl)cc1,3,-29%,-30%,-0.1,?,-9%,0,2,-15%
CCOc1cc(C=NN=C2c3ccccc3-c3ccccc32)ccc1O,45,0%,-13%,-5.6,17%,2%,-24,-6,-22%
CCN(CC)C(=O)CSc1nnc(-n2nc(C)cc2C)c2ccccc12,·,0%,6%,-0.4,-7%,1%,6,1,3%
CN(C)CCCN1CC(C(=O)O)CC1=O (stereo not given),·,0%,-3%,-2.3,-2%,-6%,-23,-10,9%
CCn1c(-c2ccccc2)c(C(=O)O)c2ccccc21,-7,-19%,-24%,4.7,-11%,-9%,0,-8,-13%
COc1ccc(CNc2nc3ccccc3n2C(C)C)cc1,-10,-4%,-2%,0.8,8%,-2%,-20,-9,2%
O=c1c2[nH]c3ccc(Br)cc3c2ncn1Cc1ccncc1,1,34%,-4%,-3.2,10%,-17%,-11,-1,5%
O=S(=O)(c1ccc(NC(=S)N/N=C/c2c3ccccc3cc3ccccc23)cc1)N1CCOCC1,-8,5%,6%,-1.7,-3%,-15%,-23,1,5%
CN(Cc1ccco1)S(=O)(=O)c1nnc(NC(=O)c2ccc(F)cc2)s1,-5,3%,-2%,1.0,8%,-7%,?,8,2%
COc1ccc(/C=C/C(=O)NC(=S)Nc2ccc(S(N)(=O)=O)cc2)cc1OC,-7,32%,-29%,-0.7,-2%,-5%,14,2,3%
CN(C)C(CNC(=O)c1cccc(S(=O)(=O)N2CCN(c3ccc(F)cc3)CC2)c1)c1ccccc1 (stereo not given),23,?,3%,-2.9,10%,-6%,-81*,-16,?
CCC(C)N1CC(=O)N2C(c3ccc(OC)cc3OC)c3[nH]c4ccccc4c3C[C@H]2C1=O (stereo not given in full),-2,-17%,-2%,-0.5,8%,-12%,-19,-1,-13%
CCOCCCNC(=S)N1CCCN(c2nc3cc(C)c(C)cc3cc2C#N)CC1,7,?,-9%,-0.3,20%,-9%,-3,3,34%[activator]
CCN1C[C@@H]2[C@@H]3C(=O)N(Cc4ccccc4)C(=O)[C@@H]3[C@](C)(C1=O)N2C(=O)c1ccccc1,-3,2%,-3%,0.0,8%,2%,0,43*,3%
COc1ccc(C(c2nnnn2-c2ccc(OC)cc2)N2CCN(C/C=C/c3ccccc3)CC2)cc1 (stereo not given),-4,?,-9%,-0.4,19%,2%,-89*,-14,-6%
Cc1cccc2c1N(CCOc1ccc(C(C)(C)C)cc1)C(=O)C2=O,-4,-13%,8%,-0.3,0%,-24%,-29,-3,-2%
CSc1nc(O)c(/C=C2\C=Nc3ccccc32)[nH]1,-5,22%,-9%,0.8,6%,1%,-6,-5,?

# Only WRN inhibitor, DRD3 antagonist and DRD3 agonist, for some of the entries so far:
Compound	WRN inhibitor	DRD3 antagonist	DRD3 agonist
CN(C)C(CNC(=O)c1cccc(S(=O)(=O)N2CCN(c3ccc(F)cc3)CC2)c1)c1ccccc1 (stereo not given)	3%	-81*	-16
CCN1C[C@@H]2[C@@H]3C(=O)N(Cc4ccccc4)C(=O)[C@@H]3[C@](C)(C1=O)N2C(=O)c1ccccc1	-3%	0	43*

# The list goes on:
SMILES,PI5P4Ka inh,GLP-1R inv ag,WRN inhibitor,IL-2 act,GLP-1R agonist,PLK1 PBD block,DRD3 antagonist,DRD3 agonist,HEK293 tox
CCCC(=O)c1ccc(N2CCCCCC2)c(F)c1,1,?,4%,-0.6,5%,-8%,-15,-5,20%
COc1cccc(/C=N/NC(=O)Cn2cnc3c2c(=O)n(C)c(=O)n3C)c1,-10,11%,-17%,0.3,0%,24µM*,13,15,3%
CCn1cc(C(=O)Nc2ccc(NC(=O)c3ccco3)cc2)c(=O)c2ccc(C)nc21,5,21%,-22%,-1.3,0%,-5%,-4,6,8%
CCOc1cc(/C=C/C(=O)O)ccc1OCCOc1ccccc1,-6,-2%,-2%,-2.5,0%,-11%,-20,-33,-4%
O=C(ONC1=NCCCCC1)c1cccc([N+](=O)[O-])c1,-4,?,-22%[57.1 µM],1.9,14%,-9%,0,0,11µM*
CSCCC(NC(=O)c1ccc(Cl)c([N+](=O)[O-])c1)C(=O)N1CCN(C/C=C/c2ccccc2)CC1 (stereo not given),0,?,-8%,-5.0,-20%,2%,-30,-32,?
COc1ccc(C(=O)Nc2cc(S(=O)(=O)N3CCCCC3)ccc2OC)cc1,-10,9%,0%,3.5,-5%,-8%,?,-11,3%
COc1cc2c(=O)c(S(=O)(=O)c3ccccc3)cn(CC(=O)Nc3ccccc3C)c2cc1OC,·,0%,·,·,0%,·,·,1,7%
CC1(C)CC(=O)C=C(c2ccc(-c3cccc4c3sc3ccccc34)cc2)C1=O,3,-14%,-5%,-2.5,-2%,-13%,-9,1,1%
COc1ccc(OCCCC(=O)OCC(=O)NNC(=O)c2ccc([N+](=O)[O-])cc2)cc1,-6,11%,-3%,-0.5,-15%,-7%,-8,7,-1%
CCCCCCNc1nc(NCc2ccco2)nc(OCC)n1,1,?,-18%,2.8,26%,-4%,-3,1,64%[activator]
CNc1nc(N)c([N+](=O)[O-])c(NCCO)n1,-13,83%[activator],-7%,-0.9,16%,-4%,25,-6,21%
